From PubChem BioAssay
HTR2A ag: agonists of mouse serotonin 5-HT2A receptor (HTR2A). P35363. CHO-K1 mHTR2A beta-arrestin complementation, luminescence; percent of 30 µM serotonin response. activation, % at 7.6 µM. 360,000 compounds, 0.66% hits;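 active means activation above a run cutoff, the mean activation of all tested compounds plus 3 SD, cut at about 14% in these data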;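 further: 0% = plate median of compound wells and 100% = 30 µM serotonin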
Target sequence (P35363 whole entry, looked up): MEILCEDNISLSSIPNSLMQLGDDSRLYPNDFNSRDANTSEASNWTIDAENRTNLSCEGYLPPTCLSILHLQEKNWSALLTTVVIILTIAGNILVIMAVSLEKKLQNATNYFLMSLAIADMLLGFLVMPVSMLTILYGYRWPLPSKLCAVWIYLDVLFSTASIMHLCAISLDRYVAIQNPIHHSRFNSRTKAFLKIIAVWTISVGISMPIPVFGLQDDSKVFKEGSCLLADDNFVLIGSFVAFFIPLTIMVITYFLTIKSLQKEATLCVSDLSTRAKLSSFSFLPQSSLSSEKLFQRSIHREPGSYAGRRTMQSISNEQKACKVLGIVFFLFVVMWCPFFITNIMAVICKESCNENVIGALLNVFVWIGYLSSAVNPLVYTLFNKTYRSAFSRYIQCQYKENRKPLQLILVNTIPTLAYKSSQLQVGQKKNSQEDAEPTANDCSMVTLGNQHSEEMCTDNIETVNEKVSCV
Glyco luc inh: blocks N-linked glycosylation in D54 reporter cells; D54 ERlucT glycosylation luciferase reporter, 24 h; percent of 100 nM tunicamycin response; reporter increase, % at 12.5 µM; 360,000 compounds, 0.23% hits; AID 588692;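 active means mean luciferase reporter signal, scaled so untreated is 0 and the glycosylation-blocking control 100, at or above a set limit in every replicate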;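 further: luciferase carries N-glycosylation sites so blocking glycosylation raises the light; 0% = median of neutral control wells and 100% = median of 100 nM tunicamycin wells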
Vif imaging: HIV Vif inhibition | AID 602346 | HEK293T cells, Vif self-association by quenched fluorescence, imaging, 24 h | 340,000 compounds, 0.35% hits | inhibition, % at 7.49 µM; in the data active means inhibition above about 50%, passing the limit was not always enough; further: some results filed as inactive read as strong as hits
Exocytosis inh: blocks lytic granule exocytosis | TALL-104 LAMP-1 surface exposure, flow cytometry; cells stimulated with thapsigargin and PMA | inhibition, % at 10 µM | 360,000 compounds, 0.66% hits;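 active means inhibition above about 55%, limit read from the data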
H9c2 protect: modulators protecting cardiomyocytes from myocardial damage. 360,000 compounds, 0.63% hits. protection from H2O2 cell death, % at 20 µM. H9c2 cardiomyocytes, H2O2 injury protection, ATPLite, 2 h;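 active means compounds giving at least 50% protection of heart cells from peroxide-induced death in the single-dose screen, raw or plate-pattern-corrected value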;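 further: 0% = DMSO wells with peroxide and 100% = DMSO wells without peroxide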
aDG glyco up: increases alpha dystroglycan glycosylation; 360,000 compounds, 0.22% hits; Pro5-aDG cells, alpha-DG glycosylation AlphaScreen (IIH6); 0% Pro5, 100% B10-LARGE cell signal; activation, % at 10 µM; AID 624168;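 active means activation of at least 8% versus controls, or a plate z-score of at least 8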;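 further: Pro5 are CHO cells carrying HIG-tagged alpha-DG that lacks glycosylation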
PDI turbidity: inhibitors of human protein disulfide isomerase; P07237; PDI insulin aggregation turbidity, A650, 90 min; inhibition, % at 10 µM; 350,000 compounds, 0.052% hits;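 active means mean inhibition across replicates of 30% or more, whatever share of single replicates reach that level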;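 further: absorbance from insulin aggregation driven by PDI reduction with DTT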
Target sequence (P07237 whole entry, looked up): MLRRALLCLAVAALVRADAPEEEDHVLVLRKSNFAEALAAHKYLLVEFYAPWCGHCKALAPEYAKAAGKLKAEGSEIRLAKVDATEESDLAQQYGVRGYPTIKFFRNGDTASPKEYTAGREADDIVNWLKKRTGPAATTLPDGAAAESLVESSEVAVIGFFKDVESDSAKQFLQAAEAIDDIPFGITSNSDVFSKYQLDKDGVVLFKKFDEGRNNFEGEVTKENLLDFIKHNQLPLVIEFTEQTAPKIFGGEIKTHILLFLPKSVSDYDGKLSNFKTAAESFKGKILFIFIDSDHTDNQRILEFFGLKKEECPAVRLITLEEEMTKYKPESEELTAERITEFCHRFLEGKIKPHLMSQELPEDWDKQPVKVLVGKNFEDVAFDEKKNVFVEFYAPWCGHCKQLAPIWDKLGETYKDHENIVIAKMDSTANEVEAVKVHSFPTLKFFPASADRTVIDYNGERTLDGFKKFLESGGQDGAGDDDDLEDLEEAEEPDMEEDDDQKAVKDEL
CaV13 FRET inh: Primary screen for inhibitors of IQ motif and Ca2+-dependent inactivation inhibitor domain binding in CACNA1D, Förster resonance energy transfer in living cells, …; HEK cells, CFP/YFP FRET ICDI-IQ, plate reader, 10 min; percent FRET-ratio fall versus neutral wells; inhibition, % at 12.3 µM; AID 743397; 340,000 compounds, 0.098% hits;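 active means mean replicate inhibition of at least 30% and at least 1% of replicates passing that level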;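 further: 0% = median of the neutral control wells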
ABCB6 inh 2: human ABCB6 transporter inhibition; 360,000 compounds, 0.19% hits; K562-ABCB6 porphyrin accumulation, flow cytometry, 1 h; stronger effect = lower value; fluorescence ratio to DMSO, % at 10 µM; AID 602162;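 active means fluorescence ratio to DMSO below 75%, the collection mean minus 3 SD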;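 further: signal is porphyrin accumulated inside mitochondria; 100% equals median channel fluorescence of DMSO control wells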
iPSC survival up: enhancers of human iPSC single-cell survival; AID 602274; 360,000 compounds, 0.044% hits; hiPSC single-cell survival, ATPlite luminescence; 100% = ROCK inhibitor wells, 0% = DMSO; survival enhancement, % at 20 µM; in the data active means survival enhancement above about 18%;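 further: cells exposed to compounds for 16 hours before the ATP read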
Active calls of the source: *; i = inactive; nt = no result given; & = joins results of further samples.

SMILES	HTR2A ag	Glyco luc inh	Vif imaging	Exocytosis inh	H9c2 protect	aDG glyco up	PDI turbidity	CaV13 FRET inh	ABCB6 inh 2	iPSC survival up
COC(=O)[C@H](NC(=O)c1cc([C@@H](NC(=O)OC(C)(C)C)C(C)C)sc1N)C(C)C	0	nt	nt	3	nt	0.4	nt	-10	nt	nt
COc1ccc(C(C)=O)cc1CSC(=N)N	-2	6	-28	-2	24	0.2	2	-4	94	4.2
O=C(c1cc(Cl)ccc1O)N1CCN(S(=O)(=O)Cc2ccccc2)CC1	-9	-3	14	-2	-4	0.2	-1	-5	87	-0.1
Cc1cc([N+](=O)[O-])nn1CC(=O)NCc1ccco1	1	-2	-2	0	3	-0.4	10	-3	100	1.4
Oc1cccnc1CCc1ccccc1	-2	1	-1	-1	2	-0.1	-1	-7	102	-2.6
Cc1cccc(C)c1N1CCN(C(=O)N2CCCCC2)CC1	0	2	-3	-1	-4	0.5	4	-6	106	2.6
CNc1nc2ccccc2n1N	-2	0	4	4	-1	-0.1	2	-3	95	-0.8
CNC(=O)c1cc2ncc(C(F)(F)F)cc2s1	-5	-2	12	1	-1	-0.3	1	-6	94	0.0
N#CC(C(=O)NCCc1ccccc1)c1nc2ccccc2nc1N1CCOCC1 (centres undefined)	7	0	64*	1	-8	-0.3	2	nt	120	-1.7
Cc1cccc(-c2nc3c(c(SCC(=O)N4CCOCC4)n2)COC(C)(C)C3)c1	4	0	8	0	1	-0.3	-8	-14	96	-0.6
N#CCSc1ncnc2ccccc12	6	-4	-34	-1	17	0.6	8	7	102	-0.2
COC(=O)c1ccc(NC(=S)NNC(=O)CC(C)C)cc1	-1	1	5	2	8	-0.2	19	-18	106	-0.3
CN(CC(=O)Nc1cc([N+](=O)[O-])ccc1Cl)Cc1ccc(Br)cc1	-4	3	7	9	1	0.1	-2	-2	98	-0.5
O=C(CSc1nc2ccccc2c(=O)n1CCCO)NCc1ccccc1	6	4	-2	-2	4	-0.1	-28	-5	95	-1.1
COc1ccc(NC(=O)CN2C(=O)NC3(CC(C)CC(C)(C)C3)C2=O)cc1S(=O)(=O)N1CCCCC1 (centres undefined)	-2	5	6	-4	2	-0.1	2	-15	96	-0.6
CCOc1ccc(OCC)c(NC(=O)C2CCN(S(=O)(=O)c3cccnc3)CC2)c1	3	1	3	4	-1	-0.2	-2	-5	102	-0.1
Cc1cc(N2C(=O)C(O)=C(C(=O)c3cccs3)C2c2cccc(Br)c2)no1 (centres undefined)	11	-1	8	-1	4	0.2	-5	-4	102	-0.3
Cc1cccc(CSc2nnc([C@@H]3CCCN3C(=O)OC(C)(C)C)o2)c1	-5	1	15	-4	6	0.0	-14	-2	99	1.5
O=C(O)C/C(=C\c1ccc(N2CCOCC2)c([N+](=O)[O-])c1)c1nc2ccccc2s1	-1	-5	4	-3	11	-0.1	6	6	99	-0.3
Cn1cnc2cc(NC(=O)c3ccco3)ccc21	6	-4	4	2	-4	-0.2	-4	-8	99	-1.6
Cc1nn(-c2nc3ccccc3s2)c(N)c1-c1ccc(Cl)cc1	1	1	12	-2	-6	0.4	6	-4	91	-1.9
CCOC(=O)c1cnc(-n2cc(C)cn2)nc1NCc1ccc2c(c1)OCO2	0	-5	-14	31	18	2.4	-7	-6	96	1.8
Cc1cc(C)cc(Nc2ccc3nonc3c2[N+](=O)[O-])c1	0	-1	-9	-6	4	1.5	-4	0	99	0.1
CCOC(=O)C1CCN(C(=O)COC(=O)C2CCN(S(=O)(=O)c3ccc4c(c3)OCCO4)CC2)CC1	-1	2	-6	4	0	-0.1	-7	-6	91	-0.2
CCOc1ccc(N2CC(C(=O)NCCc3ccccc3)CC2=O)cc1 (centres undefined)	11	1	-1	-6	-3	-0.2	16	nt	96	-0.6
COCCCn1c(-c2ccc(S(=O)(=O)N3CCOCC3)cc2)csc1=Nc1ccccc1	0	-2	-22	2	-10	0.3	4	-4	97	1.4
CCOC(=O)C1C(=O)OC(C)(C)C1C(C)C(=O)c1ccc(C)cc1 (centres undefined)	-11	1	36	-1	-1	0.1	-2	-8	100	5.1
COc1cc(CNc2ncnc3c2ncn3[C@H]2CN(Cc3cc(OC)c(OC)c(OC)c3)C[C@@H](CO)O2)cc(OC)c1OC	-1	4	i	-7	-2	0.1	1	-10	102	-1.9
CCOC(=O)N1CCN(C(=O)C(NC(=O)C2CCC(C)CC2)C(C)C)CC1 (centres undefined)	1	1	4	1	-1	0.1	-2	-4	98	-1.3
Cc1ccccc1NC(=O)N1CCN(C/C=C/c2ccccc2)CC1	3	-2	-8	4	4	-0.1	-1	-6	102	2.6
O=C(COC(=O)c1c(Cl)cccc1Cl)NCC1CCCO1 (centres undefined)	-4	1	12	5	6	-0.1	12	nt	104	1.0
O=C(O)C(c1ccccc1)C1(O)CCC1 (centres undefined)	5	2	14	8	0	0.2	6	-5	100	-3.4
CC1=Nn2c(nnc2-c2ccccn2)SC1	-3	2	-1	-2	2	-0.2	-3	-5	95	-0.5
COc1ccc(OC)c(S(=O)(=O)NCC(c2ccc3c(c2)OCO3)N2CCOCC2)c1 (centres undefined)	0	2	nt	7	4	0.1	1	-6	96	-0.2
N#Cc1cnn(-c2ccccc2)c1N	3	0	11	-3	1	-0.1	0	-8	110	0.6
OCCn1nc(-c2ccccc2)cc1-c1ccccc1	0	1	3	-5	0	-0.1	-2	-3	104	-0.1
COc1ccc(NC(=O)c2ccc(Br)o2)cc1	1	-2	nt	2	-10	0.0	-9	-3	93	-3.3
CCOC(=O)c1[nH]c(C)c(CCC(=O)O)c1C	1&1	1&-1	-6&-11	3&-4	-6&-3	-0.1&-0.1	2&-5	-5	103&95	-0.1&0.4
O=c1oc(-c2cccs2)nc2ccccc12	3	-1	nt	4	3	0.0	-4	-5	91	-2.1
COc1ccc(CCn2c(C)cc(C(=O)COC(=O)c3ccc(O)cc3O)c2C)cc1	4	-7	2	6	-5	0.3	-1	-20	96	-2.6

Compound profiles, as listed above. Values in the order: HTR2A ag	Glyco luc inh	Vif imaging	Exocytosis inh	H9c2 protect	aDG glyco up	PDI turbidity	CaV13 FRET inh	ABCB6 inh 2	iPSC survival up
Shown for OCCn1nc(-c2ccccc2)cc1-c1ccccc1 → 0	1	3	-5	0	-0.1	-2	-3	104	-0.1
Shown for COc1cc(CNc2ncnc3c2ncn3[C@H]2CN(Cc3cc(OC)c(OC)c(OC)c3)C[C@@H](CO)O2)cc(OC)c1OC → -1	4	i	-7	-2	0.1	1	-10	102	-1.9

(further entries)
SMILES	HTR2A ag	Glyco luc inh	Vif imaging	Exocytosis inh	H9c2 protect	aDG glyco up	PDI turbidity	CaV13 FRET inh	ABCB6 inh 2	iPSC survival up
CCN(C(=O)c1ccncc1)c1c(N)n(Cc2ccccc2)c(=O)[nH]c1=O	2	2	49	1	0	0.0	0	-5	97	-0.4
CC1=C(C(=O)Nc2ccc(Cl)cc2)C(c2ccco2)NC(=O)N1 (centres undefined)	2	0	1	-2	2	0.0	1	-9	102	5.1
CCOc1cccc(/C(O)=C2/C(=O)C(=O)N(Cc3ccco3)C2c2ccncc2)c1 (centres undefined)	1	4	1	-2	5	-0.2	-5	-4	84	-1.4
CN1c2ccc(C=O)c3c(C=O)ccc(c23)N(C)C1(C)C	-9	-15	-8	6	-15	0.0	-9	-46	165	-0.1
O=C(NCCN=C1NS(=O)(=O)c2ccccc21)c1ccc2nccnc2c1	-1	1	-8	0	5	-0.1	10	-1	85	-1.1
CC(C)c1ccc(C(=O)NCc2ccc(Cl)cc2)cc1	-3	-2	-5	0	2	0.1	-3	-5	95	0.1
Cc1ccc(CC(=O)Nc2ccc(Cl)cn2)cc1	1	2	-5	-6	-2	0.1	1	-6	97	-0.6
O=C(O)C(SC(C(=O)O)c1ccccc1)c1ccccc1 (centres undefined)	0	0	3	2	-3	0.1	9	-5	93	-0.9
COc1ccc(Br)c(C=O)c1OS(=O)(=O)c1ccc(C)cc1	-1	-1	-13	16	-2	0.2	-8	-5	102	0.6
CCOP(=O)(OCC)C(NC(=O)Nc1ccccc1)c1ccccc1 (centres undefined)	2	-4	0	-1	-2	-0.3	2	-5	99	-1.2
O=C(Nc1cccc(F)c1)C1CCCN(S(=O)(=O)c2ccc(-n3cnnn3)cc2)C1 (centres undefined)	1	-5	-17	-3	4	0.2	7	-6	89	-0.7
COc1ccc(C2=NCCn3nc4ccccc4c32)cc1	6	3	0	-7	-5	-0.1	-3	-4	107	-0.7
COc1ccc(NC(=O)Cc2ccsc2)cc1S(=O)(=O)N1CCCCC1	-6	3	3	-9	-1	-0.1	8	-6	92	-1.8
COc1ccc(-c2noc(CNS(=O)(=O)c3ccc(NC(C)=O)cc3)n2)cc1OC	3	2	-6	2	4	-0.1	-16	-3	100	4.3
COC(=O)c1ccc(NC(=O)CN2CCCC2)cc1	-1	1	1	18	9	2.8	-3	-4	100	1.5
Cc1cccc(-c2nc3c(c(SCC(=O)N4CCOCC4)n2)Cc2c(CO)cnc(C)c2O3)c1	12	1	-7	18	51*	-0.4	0	nt	97	0.3
CC1(C)Cc2cccc(OCC(=O)OCc3nnc(-c4ccc([N+](=O)[O-])cc4)o3)c2O1	-4	1	2	-1	-6	0.2	-9	-1	96	-0.6
C=CCSc1nnc(-c2nnc(SCC=C)n2CC)n1CC	-1	-1	7	3	-3	0.0	0	-2	98	5.2
CN(c1ccc(F)cc1)S(=O)(=O)c1ccc(Cl)c(C(=O)NCC(c2ccco2)N2CCCCC2)c1 (centres undefined)	-9	-3	-5	-5	-2	0.4	0	-6	98	-0.3
Cc1ccc(CN2CCN(/N=C/c3ccc(O)c(O)c3)CC2)cc1	-2	0	0	1	43	-0.2	-10	-5	99	-0.2
Cc1onc(NC(=O)CSCC(=O)O)c1Br	-8	0	1	-1	3	-0.2	0	-19	94	1.4
CCNC(=O)C1(C)CCCN(C(=O)c2nc(C)oc2C)C1 (centres undefined)	7	-6	nt	5	7	-0.2	-1	-5	85	-1.7
O=C(CSc1ccc(-c2ccccn2)nn1)c1ccc(F)cc1	1	2	-1	-4	-4	-0.2	-3	-15	95	-0.5
CCOC(=O)CNC(=O)c1ccc(Br)s1	7	-1	9	5	3	0.0	4	-2	98	-0.1
O=C(CSc1nc(-c2ccco2)cc(C(F)(F)F)n1)Nc1ccccc1C(F)(F)F	-2	16	-4	-3	-12	0.2	-6	0	103	7.5
CN(Cc1ccccn1)C(=O)C1CCC(=O)N(CCc2ccc(Cl)cc2)C1 (centres undefined)	7	2	0	0	-5	0.0	-1	-5	102	-0.3
Cc1ccc(NN=C2C(=O)OC(C)(C)OC2=O)c(C)c1	0	5	7	1	-6	0.1	-3	-17	101	0.4
Brc1ccccc1-n1nnc(-c2ccnc3ccccc23)n1	-4	-3	-1	-4	-9	0.6	-6	-11	99	-2.6
Cc1ccccc1NC(=O)Cc1cccs1	1	-1	6	12	8	0.0	-5	-5	100	0.2
N#Cc1cc(Oc2cccnc2)c(Oc2cccnc2)cc1C#N	-1	-2	8	0	12	-0.1	3	-3	96	2.5
COC(=O)c1c(C)nc2ccccc2c1C(=O)O	10	1	6	-2	0	0.0	-1	0	99	1.4

Retrieved by structure from the entries so far (2):
SMILES	HTR2A ag	Glyco luc inh	Vif imaging	Exocytosis inh	H9c2 protect	aDG glyco up	PDI turbidity	CaV13 FRET inh	ABCB6 inh 2	iPSC survival up
Brc1ccccc1-n1nnc(-c2ccnc3ccccc23)n1	-4	-3	-1	-4	-9	0.6	-6	-11	99	-2.6
CN(Cc1ccccn1)C(=O)C1CCC(=O)N(CCc2ccc(Cl)cc2)C1 (centres undefined)	7	2	0	0	-5	0.0	-1	-5	102	-0.3
